High-throughput results as filed in PubChem BioAssay.
GAA850 FXN act – FXN promoter activators, primary screen, cell-based, luciferase luminescence, HEK293 lucGAA850; activation, % at 6 µM; AID 540364, 2011; HEK293 lucGAA850 FXN promoter luciferase reporter, 24 h; percent of 10 µM SAHA response; 360,000 tested, 0.56% active;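 active = activation above the average of all compounds screened plus 3 SD, cutoff fixed separately per campaign, cut at about 7.5% in these data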;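 note: 0% = DMSO wells and 100% = 10 µM SAHA wells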
PLCg1 inh – PLC-gamma1 enzyme inhibitors, primary screen, biochemical, fluorescence, purified enzyme; fluorogenic substrate; 370,000 tested, 0.84% active; inhibition, % at 12.2 µM; in the data active = inhibition above about 9.5%
sPLA2-III inh – human group III sPLA2 inhibitors, primary screen, biochemical, QFRET, BODIPY PC-A2 liposome substrate | Group 3 secretory phospholipase A2 (Homo sapiens), Q9NZ20 | QFRET BODIPY PC-A2 liposome hydrolysis, fluorescence | inhibition, % at 12.2 µM | 370,000 tested, 0.56% active;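 active = inhibition above mean plus 3 SD of compounds lying within the high and low control bounds, cut at about 19% in these data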;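 note: 0% = median of test compound wells and 100% = no enzyme DMSO wells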
PLC-beta3 inh – human PLC-beta3 inhibitors, primary screen, biochemical, fluorescence | inhibition, % at 12.2 µM | 370,000 tested, 0.18% active | Purified PLC-beta3, fluorogenic substrate | AID 720704, 2013 | 1-phosphatidylinositol 4,5-bisphosphate phosphodiesterase beta-3 (Homo sapiens), Q01970; in the data active = inhibition above about 11%;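 note: 0% = median of compound wells on plate and 100% = full blocker control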
DAX1 inh-1 – DAX1 (NR0B1) inhibitors, primary screen, cell-based, HEK293, Gal4-DAX1, luciferase luminescence. HEK293 Gal4-DAX1 luciferase reporter. inhibition, % at 6.75 µM. AID 504766, 2011. 340,000 tested, 0.99% active;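 active = inhibition above the mean over all tested compounds plus 3 SD, cut at about 4.2% in these data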;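 note: 0% = DAX1-transfected cells with DMSO and 100% = empty-vector control cells with DMSO; inhibition shows as a rise in luminescence from relieved DAX1 repression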
Target sequence (P51843 207-470 limits assumed): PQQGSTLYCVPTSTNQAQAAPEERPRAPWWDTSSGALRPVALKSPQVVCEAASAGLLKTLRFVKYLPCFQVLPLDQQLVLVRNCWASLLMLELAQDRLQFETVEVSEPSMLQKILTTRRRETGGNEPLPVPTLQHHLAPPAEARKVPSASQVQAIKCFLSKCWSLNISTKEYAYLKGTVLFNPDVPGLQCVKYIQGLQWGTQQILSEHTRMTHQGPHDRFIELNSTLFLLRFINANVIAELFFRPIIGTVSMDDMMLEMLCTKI
hcDAF-12 act – H. contortus DAF-12 nuclear receptor activators, primary screen, cell-based, luminescence, HEK293, lit1-tk-luc reporter; HEK293 hcDAF-12 lit1-tk-luc reporter; 0% DMSO, 100% Δ7-dafachronic acid; 370,000 tested, 1.4% active; activation, % at 6.8 µM;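 active = activation above the mean of all tested compounds plus 3 SD, cut at about 5.5% in these data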;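 note: 100% = response to 3 µM Δ7-dafachronic acid high control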
ADAM10 inh – human ADAM10 inhibitors, primary screen, biochemical, QFRET, HTS; recombinant ADAM10, EDANS/DABCYL FRET peptide cleavage, 3 h; Disintegrin and metalloproteinase domain-containing protein 10 (Homo sapiens), O14672; inhibition, % at 7 µM; 370,000 tested, 0.62% active;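 active = inhibition above a per-campaign cutoff equal to the mean of compounds falling between control-based bounds plus 3 SD, cut at about 20% in these data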;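 note: 0% = DMSO wells while the 100% control is not disclosed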
Target sequence (O14672 214-748 limits assumed): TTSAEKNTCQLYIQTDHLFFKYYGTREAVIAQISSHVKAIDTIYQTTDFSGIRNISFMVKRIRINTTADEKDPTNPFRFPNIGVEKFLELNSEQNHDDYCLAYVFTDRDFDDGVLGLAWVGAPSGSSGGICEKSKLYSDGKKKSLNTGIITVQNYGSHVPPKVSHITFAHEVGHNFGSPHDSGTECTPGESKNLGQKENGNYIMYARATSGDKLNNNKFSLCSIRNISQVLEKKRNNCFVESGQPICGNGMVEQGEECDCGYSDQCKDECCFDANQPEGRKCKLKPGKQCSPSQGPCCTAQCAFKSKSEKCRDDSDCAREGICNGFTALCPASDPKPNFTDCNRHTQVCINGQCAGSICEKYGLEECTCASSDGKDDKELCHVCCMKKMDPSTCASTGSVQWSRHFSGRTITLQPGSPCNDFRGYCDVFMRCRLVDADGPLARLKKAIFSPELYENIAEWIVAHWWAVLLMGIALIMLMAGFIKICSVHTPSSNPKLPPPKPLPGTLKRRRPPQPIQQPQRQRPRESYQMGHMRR
ssDAF-12 act – S. stercoralis DAF-12 nuclear receptor activators, primary screen, cell-based, luminescence, HEK293, GRIP1 co-expression, lit1-tk-luc; AID 652126, 2013; Nuclear hormone receptor DAF-12 (Strongyloides stercoralis); HEK293 ssDAF-12/GRIP1 lit1-tk-luc reporter; % of 3 µM dafachronic acid response; activation, % at 6.8 µM; 370,000 tested, 1% active;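 active = activation above the mean over all tested compounds plus 3 SD, cut at about 0.9% in these data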;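 note: 0% = DMSO-only wells and 100% = 3 µM delta7-dafachronic acid wells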
hgDAF12 agonist – H. glycines DAF-12 receptor agonists, primary screen, cell-based, luminescence, HEK293, GAL4 fusion, UAS-luciferase | Nuclear hormone receptor DAF-12 (Heterodera glycines), GAL4 fusion | HEK293 GAL4-hgDAF12 UAS-luciferase reporter, agonist luminescence; normalized to butyrate control | activation, % at 6.8 µM | 370,000 tested, 1.8% active | AID 687014, 2013;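 active = activation above a cutoff set at the mean of all screened compounds plus 3 SD, cut at about 10% in these data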;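 note: 0% = DMSO wells and 100% = sodium butyrate wells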
ADAM17 inh – ADAM17 inhibitors, primary screen, biochemical, QFRET. Disintegrin and metalloproteinase domain-containing protein 17 (Homo sapiens), P78536. recombinant ADAM17, EDANS/DABCYL FRET peptide cleavage. inhibition, % at 6.95 µM. 370,000 tested, 0.83% active. AID 720648, 2013;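 active = inhibition above the mean of compounds lying between control limits plus 3 SD, set per campaign, cut at about 8.5% in these data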;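 note: 0% = DMSO-only wells as the low control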
DAX1 inh-2 – DAX1 (NR0B1) inhibitors on StAR promoter, primary screen, cell-based, luminescence, SF-1 (NR5A1), full-length DAX-1. HEK293T StAR-luciferase reporter, SF-1/DAX-1 repression relief. inhibition, % at 6.8 µM. 370,000 tested, 1.1% active. AID 652010, 2013;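 active = inhibition above the mean over all tested compounds plus 3 SD, cut at about 3.6% in these data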;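 note: 0% = DAX-1 cells with DMSO and 100% = cells lacking DAX-1 with DMSO; higher inhibition means more luminescence from relief of DAX-1 repression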
Active calls of the source: *; i = inactive; · = no result given.

Compound	DAX1 inh-2	ssDAF-12 act	hcDAF-12 act	hgDAF12 agonist	ADAM17 inh	DAX1 inh-1	GAA850 FXN act	PLC-beta3 inh	PLCg1 inh	sPLA2-III inh	ADAM10 inh
CCCn1c(C)cc(C(=O)COc2ccc(S(=O)(=O)N(CC)CC)cc2[N+](=O)[O-])c1C	-0.7	-0.4	-1.6	-1.2	5	1.1	-1.4	-2	-1	5	-3
CC(C)C(=O)Nc1cccc(C(=O)Nc2nncs2)c1	-0.9	-1.1	-2.5	0.2	1	2.8	1.2	1	1	2	4
CCNC(=O)CC1C(=O)N(c2ccccc2)C(=O)N1CCC(C)C (centres undefined)	-0.1	-0.8	-0.3	4.4	-2	-0.3	1.4	6	0	7	2
Cc1ccc(Oc2nccc(-c3ccc(Cl)cc3)n2)cc1	-0.1	-0.4	2.3	0.9	-5	0.0	2.9	0	1	-3	6
CC(=O)Nc1cccc(-c2ccnc3c2CC(C(=O)Nc2ccc(F)c(Cl)c2)O3)c1 (centres undefined)	-0.8	-0.7	-0.8	1.4	-10	·	-3.2	-1	5	11	-10
CS(=O)(=O)N(CC(=O)N1CCN(c2ccccc2)CC1)c1ccccc1Cl	0.1	-1.8	-0.8	-2.5	2	0.2	0.0	-1	7	10	6
CCN(CC)C(=S)Nc1ccc(Cl)c(Cl)c1	0.0	-0.1	-3.4	-1.7	-3	-0.7	0.8	-2	1	11	-4
CC(=O)N1CCC2(CC1)CC(=O)c1cc(OCC(=O)NCc3ccco3)ccc1O2	-0.6	-1.6	-1.5	3.0	-340	-0.2	1.2	i	i	0	i
C=CCn1c(CNc2ccc(C)cc2)nnc1SCC(=O)N/N=C/c1ccc(O)cc1O	-1.0	-1.8	-1.2	-3.9	-1	-0.3	-1.1	-3	-3	-53	13
O=C(NC(=S)Nc1ccccn1)c1ccc([N+](=O)[O-])cc1	1.1	-0.7	0.1	6.8	-3	0.6	1.6	0	0	14	3
O=[N+]([O-])c1ccc(N2CCN(c3cccc(Cl)c3)CC2)cn1	-0.2	-0.6	1.0	-3.9	2	2.0	2.8	-7	2	0	3
COc1ccc(C(=O)/C=C/c2ccccc2F)c(OC(=O)c2ccc([N+](=O)[O-])cc2)c1	-0.6	-0.6	1.2	2.3	1	0.8	0.8	-3	1	-1	7
NC(=O)CCN1CCCCC1	0.4	-1.8	0.9	-0.1	1	4.5*	-0.1	-3	-1	-1	1
C#CC1(O)CCCC2C3CCC4CC(OC(C)=O)CCC4(C)C3C(=O)CC21C (centres undefined)	-1.4	-1.4	-0.6	-2.7	2	0.8	1.0	2	2	-21	24*
COC(=O)C1SCC2C(=O)N(Cc3ccccc3)CC(=O)N21 (centres undefined)	0.2	-2.2	-1.3	-2.8	0	-0.6	2.9	4	2	4	-4
CCOc1ccc2ncc(S(=O)(=O)c3ccccc3)c(N3CCN(c4ccc(OC)cc4)CC3)c2c1	-0.3	-1.1	-2.4	-0.6	-3	-0.6	-0.3	-4	3	9	6
O=c1cc(CSc2ccc(Cl)cc2)nc(N2CCCCC2)[nH]1	-0.2	-1.2	0.0	-0.7	-1	0.9	0.3	5	5	3	-1
Cc1ccn(CC(=O)N2CCCC(N3CCN(c4ccccc4F)CC3)C2)n1 (centres undefined)	-0.1	-1.4	-1.8	4.2	-3	0.3	1.3	-4	-1	-2	-5
CCOC(=O)[C@@H]1[C@H]2COc3cc(OC)ccc3[C@H]2N2C(=O)N(c3ccc(C)cc3)C(=O)[C@@]12C	0.6	-1.7	-0.7	-1.1	-5	1.9	-0.4	-6	-1	-1	3
O=C(Nc1ccccc1)n1cc(-c2ccccn2)c(N2CCOCC2)n1	0.8	2.2*	7.2*	6.2	0	0.1	1.2	3	3	1	18
CC1CCCC(N2CCN(C(=O)c3cccc(F)c3)CC2)C1 (centres undefined)	0.1	-1.4	0.1	1.9	-2	-0.3	0.1	2	3	-1	-9
Cc1nc2sc3c(c2c(=O)[nH]1)CCCC3	0.1	-1.1	-2.5	-1.6	3	3.4	-0.5	-5	4	2	-4
CC(C)NC(=O)C1CCN(C2CCN(C(=O)/C=C/c3cccs3)CC2)CC1	0.2	-2.1	-1.8	0.6	-2	2.7	1.8	-8	2	5	-9
COCc1cc(C)nc(SCC(=O)Nc2cccc(C)c2C)c1C#N	0.2	0.3	4.9	0.8	-4	0.7	-0.7	1	0	1	0
CC(C)c1ccc(S(=O)(=O)N2CCN(CC(=O)Nc3ccc4c(c3)OCO4)CC2)cc1	-0.8	-1.1	-1.7	-2.2	0	-0.6	-0.1	0	0	-21	8
CCCCc1ccc(/C(C)=N/Nc2cc(N3CCOCC3)nc(C)n2)cc1	0.0	-0.7	-1.2	-1.1	2	0.7	-0.3	-6	3	8	15
COc1cc(C(=O)N/N=c2/sc3ccccc3n2C)cc(OC)c1OC	0.4	-1.7	-1.5	-1.4	2	-0.3	0.6	0	2	3	5
COc1ccc(CN2CCN(c3cccc(C)c3C)CC2)cc1OC	-1.1	-1.2	-1.1	-1.8	-2	0.6	-2.1	1	0	-7	8
CC(CN1CCCCC1)OC(=O)c1ccc(Cl)cc1Cl (centres undefined)	0.3	-1.0	0.3	-0.6	-2	0.4	-0.2	0	-3	-6	5
O=C1NC(=S)N/C1=C/c1cccc2ccccc12	-0.3	-0.2	-1.2	-0.2	-4	-0.2	2.0	-15	-8	-7	-1
O=C(c1ccco1)N1CCN(C(=O)c2ccccc2OC(=O)C23CC4CC(CC(C4)C2)C3)CC1	0.3	-1.2	-0.6	-2.5	5	-0.9	4.2	2	8	-16	6
Cc1ccc(C)c(OC(=O)c2cncc(Br)c2)c1	0.4	-0.9	-0.5	-2.4	4	-0.6	1.2	2	5	-5	10
CC1Cc2ccccc2N1S(=O)(=O)c1cccs1 (centres undefined)	0.5	-1.4	2.1	1.7	-1	1.1	1.0	-2	-4	-2	-5
COC(=O)[C@]12C[C@H](CC(=O)N3CCN(C(=O)c4ccco4)CC3)C(=O)N(CCC3=CCCCC3)C1=C[C@H](C(C)C)O[C@@H]2C1CC1	0.2	-1.9	-0.6	0.4	-1	·	·	0	2	-2	1
COc1ccc(C(=O)c2c3ccc(OC)cc3[n+]([O-])n2Cc2ccc(C(N)=O)cc2)cc1	0.3	0.7	6.3*	3.9	-5	2.3	5.7	-40	-25	4	-3
CCOC(=O)C(C)On1c(-c2cccc(Cl)c2)nc2ccc([N+](=O)[O-])cc21 (centres undefined)	-0.2	-1.4	-0.7	2.7	0	0.3	5.0	1	1	-6	3
Cc1cc(NC(=O)CSc2nnc(Nc3ccccc3)s2)no1	0.4	-0.9	-2.1	0.9	-4	-0.1	-1.7	3	-1	2	-4
Cc1ccc(S(N)(=O)=O)cc1NC(=O)C1CC2CCC1C2 (centres undefined)	-0.1	-1.6	-1.2	0.3	-1	0.6	1.4	1	1	-5	-11
O=C(CNC(=O)C1CCCCC1)OCC(=O)c1ccc(F)cc1	2.2	-0.4	-1.2	-0.6	-2	-0.2	0.7	-3	3	-6	-6
O=C(c1ccccc1NS(=O)(=O)c1cccc2cccnc12)N1CCOCC1	1.0	-1.0	-0.4	-1.9	-2	0.4	0.2	-5	1	6	-5
Cc1ccc(Nc2nnc(SCC3CCCCO3)s2)cc1 (centres undefined)	0.2	-0.4	3.6	3.7	0	-0.4	4.3	2	0	-6	-4
C=CCc1c(C)[nH]c2c(OC)cccc2c1=S	-1.1	-1.4	-1.4	0.0	-42	-0.1	4.8	-145	-129	5	-90
C[C@@]12C(=O)N(c3ccc(Cl)cc3)C(=O)N1[C@@H]1c3ccccc3OC[C@@H]1[C@H]2c1ccccc1	0.4	-0.6	-1.4	3.9	3	-0.6	-1.1	2	5	9	0
CCCCN(C)c1c(C)nc2ccc(C(=O)NCc3cccs3)cn12	-0.5	-0.6	-2.0	-1.7	-4	·	-0.1	-10	-4	15	-7
CCOC(=O)N1CCC(N2Cc3cccc(C(=O)NC(C)c4ccc5c(c4)OCCO5)c3C2=O)CC1 (centres undefined)	-1.4	-1.6	-2.1	0.9	0	0.9	0.0	3	-1	-8	-1
O=Cc1cn(CCC(=O)O)nc1-c1cccc(Br)c1	-0.1	-2.2	2.0	0.9	-5	0.3	-0.4	-6	-5	-1	-7
O=C(CCN1CCCCCC1)Nc1cccc(Cl)c1	-0.3	-2.0	-0.4	1.5	0	0.9	0.4	7	0	1	-5
CCN(CC)C(=O)C1CCCN(Cc2nc(-c3cccs3)no2)C1 (centres undefined)	0.1	-0.7	0.4	2.0	-2	-3.3	2.9	-4	3	0	0
COc1cccc(C(=O)c2ccccc2NC(C)=O)c1	-0.3	-0.9	-0.1	2.9	-1	-0.6	1.8	-3	-2	5	-16
COc1ccc(NC(=O)CCC(=O)N2CCC(c3ccccc3)=N2)cc1S(=O)(=O)N1CCCCC1	-2.1	-1.3	-1.4	-1.6	-8	0.6	0.6	-13	5	6	-12
N#CC1=C(N)Oc2cc(O)c(Cl)cc2C1c1cccnc1 (centres undefined)	1.2	-1.5	-1.1	-0.6	-5	-1.0	0.6	-451	-413	-5	-21
O=C(/C=C/c1ccco1)NC(=S)Nc1ccccc1	0.5	0.1	0.1	3.1	5	2.3	1.9	-15	-3	10	23*
COC(=O)/C(=C\c1ccc([N+](=O)[O-])cc1)NC(=O)c1ccccc1	-1.1	0.0	2.4	4.1	-2	1.2	-0.1	-3	1	2	-15
COC(=O)C(=C/C(C)=C/c1cccs1)C(=O)OC	-0.3	-1.8	-0.1	2.9	5	-0.4	1.8	-1	2	-4	5
CCOCCn1ccc2c(OCC(=O)NCc3ccccc3)cccc2c1=O	-1.0	-1.1	-0.7	-2.4	-8	2.2	-1.1	5	2	-3	-33
